From PubChem
TGFb SMAD3 inh – TGF-b pathway inhibition. HepG2 CAGA-GFP TGF-b/SMAD3 reporter, GFP fluorescence, 18 h; TGF-beta stimulated, 500 pg/mL final. Potency, µM (top dose mostly 46.1 µM), inactives show at the highest dose activity, negative = inhibition, actives largely listed as inhibitors. 1.2% of 410,000 active; also: potency is read from the fitted curve at half-maximal effect; % is scaled to controls: 0 for no effect and ±100 for the full control effect; nearly all actives have a fitted effect of over 65% in size
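HEPG2 CAGA-GFP, 1000 cells/well; 2 h settle, 37 C; cpd via pin tool; TGF-b 500 pg/mL final; 18 h, 37 C; GFP imaging ex488/em500-530; %Activity normalised to -TGF-b and +DMSO controls; CRC fit, curve class.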
S2 tox – cell viability loss in ATXN counter-screen | S2 cells (HEK-293 line with an ATXN2-luciferase reporter) viability, CellTiter-Fluor protease fluorescence, 24 h | Potency, µM (doses to about 56.7 µM), usual class: cytotoxic | 0.49% of 400,000 active | AID 651635; also: potency is read from the fitted curve at half-maximal effect; nearly all actives have a fitted effect of over 40% in size
CCT modulator – changes cytosolic chaperonin activity; activity change, % (test concentration not listed), hits read low; AID 651819; purified chaperonin ATPase assay, HTRF ADP detection, 30 min; 0.3% of 360,000 active; in the data active = activity change below about -30%; also: % is scaled to controls: 0 for no effect and ±100 for the full control effect
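We incubate TRiC, 40 or 20 nM final, with library compounds at 76 uM and 10 uM ATP for 30 min at 37 °C. ADP formed is detected with Transcreener HTRF reagents after 30 min at room temperature.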
A549 tox – kills or reduces viability of A549 cells in Nrf2 counter-screen; Potency, µM (doses to about 46 µM), without a hit: at the highest dose activity change, negative = cytotoxicity, actives largely listed as inhibitors; A549 ARE-Fluc cells, CellTiter-Fluor viability, 18-24 h; 0.16% of 390,000 active; also: potency is read from the fitted curve at half-maximal effect; % is scaled to controls: 0 for no effect and ±100 for the full control effect
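A549 ARE-Fluc cells in 5% FBS OPTI-MEM, 5000 cells/well, rested 2 h then exposed to compounds in concentration-response for 18-24 h at 37 °C. Viability by CellTiter-Fluor fluorescence (Ex 405/Em 525) after 30 min; luciferase luminescence (BugLite, 15 min, RT) read afterwards.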
MmCpn inh – blocks the Methanococcus maripaludis chaperonin Mm-Cpn | purified Mm-Cpn ATPase, ADP Transcreener TR-FRET | Potency, µM (series often up to 76.9 µM), without a hit: at the highest dose activity, negative = inhibition, hits mostly inhibitors | 0.031% of 330,000 active | AID 504842; also: potency is read from the fitted curve at half-maximal effect; % is scaled to controls: 0 for no effect and ±100 for the full control effect; nearly all actives have a fitted effect of over 80% in size
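Inhibition of chaperonin ATP hydrolysis is measured as reduced ADP production, detected by competitive TR-FRET in which signal falls with ADP. Final enzyme 25 nM and ATP 10 uM, reacted 30 min at 37°C.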
Nrf2 ARE act – Nrf2 pathway activation. Potency, µM (doses to about 46.1 µM), inactives show top-dose activation, most hits filed as activators. 0.31% of 410,000 active. AREc32 ARE-luciferase reporter (MCF7-derived line), luminescence, 24 h; also: potency is read from the fitted curve at half-maximal effect; % of control where 0% means no effect; nearly all actives have a fitted effect of over 65% in size
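ARE activation measured as luciferase luminescence (Steady-Glo, 30 min RT) in AREc32_Fluc cells after 24 hr compound exposure at 37 deg C, 5% CO2; cells seeded overnight at 1000/well in OPTI-MEM, 5% FBS.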
HepG2 viability – kills HepG2 cells in TGF-b inhibitor counter-screen. HepG2 CAGA-GFP viability, ATP luminescence, 18 h. Potency, µM (highest dose often 46.1 µM), without a hit: top-dose activity change, negative = cytotoxicity, usual class: cytotoxic. 0.76% of 410,000 active; also: potency is read from the fitted curve at half-maximal effect; some results filed as inactive show a strong effect at the top dose
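HepG2 CAGA-GFP cells (1000/well, DMEM with 1% FBS) received compound, then TGF-beta at 500 pg/mL final, and were incubated 18 hours at 37 degrees C. Viability was read by CellTiter-Glo luminescence. Media-only wells were set as complete cell-killing and DMSO as no toxicity.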
pAkt inh – Akt phosphorylation inhibition; Neuro2A IGF-stimulated pAkt S473 HTRF, 20 min; stronger effect = lower value; activity change, % for hits at 50 µM; 0.32% of 360,000 active; AID 651550; in the data active = activity change below about -80%; inconclusive = mostly about -51% to -80%; also: % is scaled to controls: 0 for no effect and ±100 for the full control effect
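Neuro2A cells in DMEM with 0.5% FBS, overnight at 37 deg C, given compound at single 50 µM final, then IGF (6 nM final) for 20 min at 37 deg C. Lysed; phospho-Akt Ser473 by HTRF after 24 h, 665/615 ratio.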
Nrf2 inh – blocks Nrf2 signaling. AID 504444. Potency, µM (doses to about 46 µM), for inactives: top-dose activity change, negative = inhibition, hits mostly inhibitors. 2.1% of 360,000 active. A549 ARE-Fluc reporter, luciferase luminescence, 18-24 h; also: potency is read from the fitted curve at half-maximal effect; % is scaled to controls: 0 for no effect and ±100 for the full control effect; nearly all actives have a fitted effect of over 60% in size
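A549 ARE_Fluc cells (5000/well, 5% FBS OPTI-MEM) pre-incubated 2 h, then treated with compounds 18-24 h at 37C/5% CO2 in concentration-response. CellTiter-Fluor viability read first; BugLite luciferase luminescence after 15 min at room temperature gives Nrf2 activity.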
* marks the source's active call; other numbers are inactive results; i = inactive; ? = inconclusive; nt = not tested or not shown; [ ] = remark or other dose. Unless noted, calls follow the shape of the dose curve; as a rule, active = well fitted curve in the direction sought with a large enough effect; inconclusive = small, poorly fitted or top-dose-only effect, or another doubt; inactive = no such curve, though single readings can be large; an effect the other way counts as inactive or inconclusive.

Compound,pAkt inh,TGFb SMAD3 inh,HepG2 viability,Nrf2 ARE act,Nrf2 inh,A549 tox,CCT modulator,S2 tox,MmCpn inh
CCOC(=O)C1CCCN(C(=O)c2cc(S(=O)(=O)N3CCCCC3)c[nH]2)C1 (stereo unspecified),i,-16%,-19%,-1.0%,4%,-5%,-1.7,i,-2%
Cc1ccc2c(CC(=O)NCC3COc4ccccc4O3)coc2c1 (stereo unspecified),i,-5%,3%,4.8%,nt,-5%,-3.5,i,1%
COCC(=O)Nc1nc2n(n1)C(c1ccccc1Cl)CC(c1ccc(OC)cc1)N2 (stereo unspecified),i,0%,0%,0.8%,nt,3%,-0.7,i,-1%
Cc1ccc(NC(c2ccc(Cl)cc2)c2nnc(-c3cccc(F)c3)o2)cc1C (stereo unspecified),nt,-12%,0%,-0.3%,21%,-2%,nt,i,nt
CNC(=O)C[C@H]1C(=O)N(CCc2ccccc2)C[C@@H]1Cc1ccccc1,i,14%,4%,3.4%,nt,nt,-0.9,i,nt
CC(=Cc1ccccc1)C(=O)c1ccccc1,i,-8%,-1%,5.6%,nt,nt,1.4,i,nt
O=C(/C=C/c1ccco1)c1ccc(NC(=O)C23CC4CC(CC(C4)C2)C3)cc1,i,-8%,-7%,4.9%,?,-20%,0.1,i,-11%
C=CCn1c(C)cc(-c2csc(NC(=O)C3=COCCO3)n2)c1C,i,0%,-19%,3.8%,?,-6%,-1.4,?,-1%
COc1ccc(NC(=O)C(C)Oc2ccc(/C(C)=N\O)cc2)cc1 (stereo unspecified),i,3%,-4%,-0.5%,-2%,-1%,2.3,i,-1%
Cc1ccc2c(c1)c1ncn(Cc3ccc(F)cc3)c(=O)c1n2C,i,-14%,-2%,0.2%,-21%,-14%,-0.4,?,1%
CCN(CC(=O)Nc1ccc2c(c1)OCCO2)C(=O)/C=C/c1ccc(OC)cc1OC,i,?,-44%,-0.4%,1%,-2%,1.1,i,-4%
CCOc1cc(/C=N/NC(=O)c2cccc(S(=O)(=O)N3CCOCC3)c2)ccc1OCC(=O)N(C)C,i,2%,2%,0.2%,4%,2%,-2.8,i,0%
CCOC(=O)c1sc2nc(CC(=O)OC)nc(N(C)CCc3ccccn3)c2c1C,i,1%,8%,-0.5%,-23%,-2%,-2.1,i,-1%
C/C(=N\NC(=O)c1n[nH]c2c1CCC2)c1ccco1,i,17%,-38%,-0.3%,?,0%,-1.6,i,0%
CC(C)c1ccc(CNCCCSc2ncccn2)cc1,i,-2%,-13%,2.2%,24%,8%,-1.4,i,1%

Compound profiles (already shown). Screens in order: pAkt inh, TGFb SMAD3 inh, HepG2 viability, Nrf2 ARE act, Nrf2 inh, A549 tox, CCT modulator, S2 tox, MmCpn inh
`CCOC(=O)C1CCCN(C(=O)c2cc(S(=O)(=O)N3CCCCC3)c[nH]2)C1` (stereo unspecified) reads i, -16%, -19%, -1.0%, 4%, -5%, -1.7, i, -2%
`COc1ccc(NC(=O)C(C)Oc2ccc(/C(C)=N\O)cc2)cc1` (stereo unspecified) reads i, 3%, -4%, -0.5%, -2%, -1%, 2.3, i, -1%
`CC(C)c1ccc(CNCCCSc2ncccn2)cc1` reads i, -2%, -13%, 2.2%, 24%, 8%, -1.4, i, 1%

(more compounds)
Compound,pAkt inh,TGFb SMAD3 inh,HepG2 viability,Nrf2 ARE act,Nrf2 inh,A549 tox,CCT modulator,S2 tox,MmCpn inh
COC(=O)C1CCN(c2cnccn2)CC1,i,-7%,-19%,0.3%,4%,-1%,-0.1,i,-1%
CCOC(=O)c1ccc(NC(C)=O)c([N+](=O)[O-])c1,i,6%,-5%,0.0%,-2%,-11%,-10,i,1%
CC(=O)Nc1ccc(NC(=O)C2CC(=O)N(C(C)C)C2)cc1 (stereo unspecified),i,2%,2%,-0.6%,2%,-4%,-7.0,?,0%
Cc1ccc(OCCN2CCC2(C)C(=O)NCc2cccc3ccccc23)cc1 (stereo unspecified),i,?,-13%,-0.2%[9.22 µM],nt,nt,-1.2,i,nt
CC1=C(C)CC(C(=O)Nc2nc(C)cs2)C(C(=O)O)C1 (stereo unspecified),i,8%,14%,-1.0%,-8%,-1%,-0.3,i,-3%
Cc1ccc(C2C(C(=O)c3cccs3)=C(O)C(=O)N2c2nnc(C)s2)cc1 (stereo unspecified),i,22%,-2%,2.4%,?,-21%,-3.9,i,-18%
COc1ccc(N2CC(C(=O)Nc3nnc(Cc4ccccc4)s3)CC2=O)cc1 (stereo unspecified),i,18%,9%,0.3%,-36%,-5%,-0.9,i,0%
COCCN(CCOC)C(=O)CCn1c(=O)oc2ccccc21,i,2%,3%,-0.2%,-2%,4%,1.6,i,0%
CCN1C(=O)[C@H]2[C@H]3CN=C(SCc4ccc(C(=O)OC)cc4)N3[C@@](Cc3ccccc3)(C(=O)OC)[C@H]2C1=O,i,-28%,-20%,1.2%,2%,1%,0.6,?,0%
CC(c1ccccn1)N(C)C(=O)c1ccc2nc(Cc3ccccc3F)oc2c1 (stereo unspecified),i,9%,0%,5.7%,?,-11%,-4.3,?,5%
COc1ccc(C(=O)Nc2nnc(-c3ccccc3)o2)cc1OC,i,-20%,-23%,-0.8%,nt,-5%,-2.0,?,-1%
CN(C)c1ccc(C2N3CC4(C)CN2CC(C)(C3)C4O)cc1 (stereo unspecified),i,-13%,-27%,-0.5%,11%,3%,-3.1,i,0%
COc1ccccc1N1CCN(C2CCCN(C(=O)CC(F)(F)F)C2)CC1 (stereo unspecified),i,0%,3%,0.2%,3%,7%,-2.3,i,0%
C=CCn1c2ccccc2c2nnc(SCC(=O)OCN3C(=O)c4ccccc4C3=O)nc21,i,-11%,-3%,-0.3%,-12%,3%,2.7,i,0%
Cc1cccc(Cl)c1NC(=O)N1CCN(c2ccnc3cc(Cl)ccc23)CC1,i,-10%,-7%,0.4%,9.2µM*,-11%,1.3,?,-1%
CCN(c1ccccc1)S(=O)(=O)c1ccc(C(=O)NC2CCN(Cc3ccccc3)CC2)cc1,i,?,-33%,3.0%,?,-14%,0.0,?,1%
COc1ccc(C2NC(c3ccc(OC)c(OC)c3OC)C(C)C(=O)C2C)c(OC)c1OC (stereo unspecified),i,-12%,7%,-0.3%,12%,-13%,-1.8,i,2%
CCOc1ccccc1N1CCN(S(=O)(=O)c2ccc3c4c(cccc24)C(=O)N3)CC1,i,0%,-29%,3.4%,?,-12%,2.7,i,-1%
O=C(/C=C/c1cccc([N+](=O)[O-])c1)NCCSCc1ccc(Cl)cc1,i,?,-15%,0.0%,-4%,12%,1.1,i,1%
COC(=O)C(c1ccccc1)C1(O)CC(C)N(C)CC1C (stereo unspecified),i,1%,-23%,0.0%,2%,6%,-0.8,i,0%
CCC(C)NC(=O)C1CCCN(S(=O)(=O)c2ccc3c(c2)CC(C)N3C(=O)C2CC2)C1 (stereo unspecified),i,2%,-8%,-1.0%,?,17%,0.1,i,0%
c1ccc(CNc2nc(NCc3ccccc3)c3sccc3n2)cc1,i,?,-27%,0.5%,nt,nt,-1.1,?,nt
CCOCCCn1c(=S)[nH]c2cc(C(=O)N3CCN(C)CC3)ccc2c1=O,i,8%,-3%,0.0%,0%,11%,-1.0,i,-2%
CCn1c(CSc2nc(C)cs2)nc2cc(S(=O)(=O)N(C)C)ccc21,i,-16%,-23%,-0.1%,4%,9%,-3.2,i,-2%
CCCCC(CC)C(=O)Nc1cc(C(=O)NCCC)ccc1N1CCC2(CC1)CC(c1ccccc1)=NO2 (stereo unspecified),i,2%,1%,-0.5%,22%,-2%,-1.6,i,1%
Cc1ccc(N2CCN(c3ccc(C)cc3)C2c2cccnc2)cc1,i,?,-15%,2.8%,?,-18%,-1.2,i,1%
CCCN1CCN(CCCNC(=O)Cn2nc(C)n3c(cc4cc(OC)ccc43)c2=O)CC1,i,28%,-1%,-0.3%,-3%,4%,2.0,i,-1%
O=C(NC(NC(=S)Nc1ccccc1O)C(Cl)(Cl)Cl)c1ccco1 (stereo unspecified),i,2%,-36%,2.7%,?,?,-1.6,i,0%
CC(CNc1ccc([N+](=O)[O-])c2cccnc12)Nc1c([N+](=O)[O-])cc(C(F)(F)F)cc1[N+](=O)[O-] (stereo unspecified),i,-14%,-14%,3.4%,?,?,0.7,i,3%
CC(=O)c1ccc(NC(=O)CSc2nc3ccccc3c(=O)n2CCCN2CCOCC2)cc1,i,23%,-27%,0.5%,9%,-19%,-4.1,?,2%
COc1ccc(OC)c(S(=O)(=O)N2CCCc3ccccc32)c1,i,6%,-6%,-0.8%,6%,2%,1.3,i,-2%[15.4 µM]
CCc1nc(C(N)=O)c2[nH]c(=O)n(-c3ccccc3F)c2n1,i,-1%,10%,-0.2%,-17%,-1%,-1.3,i,-1%
Cn1c(/C(C#N)=C(\O)c2cc(Cl)sc2Cl)nc2ccccc21,i,?,-32%,1.4µM*,2%,3%,-0.1,i,2%

Ordered by formula weight (falling): part of the list above
Compound,pAkt inh,TGFb SMAD3 inh,HepG2 viability,Nrf2 ARE act,Nrf2 inh,A549 tox,CCT modulator,S2 tox,MmCpn inh
CCCN1CCN(CCCNC(=O)Cn2nc(C)n3c(cc4cc(OC)ccc43)c2=O)CC1,i,28%,-1%,-0.3%,-3%,4%,2.0,i,-1%
COc1ccc(OC)c(S(=O)(=O)N2CCCc3ccccc32)c1,i,6%,-6%,-0.8%,6%,2%,1.3,i,-2%[15.4 µM]
CCc1nc(C(N)=O)c2[nH]c(=O)n(-c3ccccc3F)c2n1,i,-1%,10%,-0.2%,-17%,-1%,-1.3,i,-1%
